From PubChem BioAssay
TRPML3 ag – activates the human TRPML3 channel; AID 1448; 0.29% of 220,000 active; Q8TDD5; HEK293 TRPML3-YFP, Fluo-8 calcium fluorescence; 100% = the carbachol control signal; activation, % at 3 µM;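 active = activation above its plate's cutoff, the mean activation of the plate's test wells plus 3 SD, cut at about 12% in these data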;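 note: 0% = DMSO only wells and 100% = carbachol wells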
Target sequence (Q8TDD5 whole entry, looked up): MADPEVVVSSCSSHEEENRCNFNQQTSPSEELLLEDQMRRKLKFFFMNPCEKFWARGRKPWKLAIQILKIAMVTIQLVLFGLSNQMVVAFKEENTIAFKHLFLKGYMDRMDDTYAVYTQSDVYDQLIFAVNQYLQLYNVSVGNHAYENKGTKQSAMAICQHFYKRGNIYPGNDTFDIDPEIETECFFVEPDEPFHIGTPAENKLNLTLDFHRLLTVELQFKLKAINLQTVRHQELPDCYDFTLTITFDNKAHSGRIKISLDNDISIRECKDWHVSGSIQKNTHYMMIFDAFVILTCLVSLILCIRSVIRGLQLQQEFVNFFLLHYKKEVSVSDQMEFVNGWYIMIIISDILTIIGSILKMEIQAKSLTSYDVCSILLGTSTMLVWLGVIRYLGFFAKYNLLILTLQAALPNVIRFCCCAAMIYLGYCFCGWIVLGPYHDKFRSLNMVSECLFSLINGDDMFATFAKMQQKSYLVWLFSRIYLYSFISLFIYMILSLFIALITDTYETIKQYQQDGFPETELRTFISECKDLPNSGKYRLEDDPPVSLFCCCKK
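Test system – HEK293 line with stable expression of human TRPML3-YFP channel · Control set – carbachol 87 µM final as high control (100%), DMSO as low control (0%) · Signal – Fluo-8 calcium dye fluorescence, ex 470-495, em 515-575 nm · Incubation – 1-h 37 °C dye load, 5-s basal, 120-s post-compound reads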
TRPN1 ag – activates the zebrafish TRPN1 channel; HEK293 zebrafish TRPN1-YFP, Fluo-8 calcium fluorescence; 100% = response to 87 µM carbachol; activation, % at 3 µM; 0.18% of 220,000 active; AID 1424;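 active = activation above its plate's cutoff, the mean activation of test wells on that plate plus 3 SD, cut at about 19% in these data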;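 note: 0% = DMSO alone and 100% = 87 µM carbachol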
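Material: zebrafish TRPN1-YFP in HEK293 cells; Doses: single test compound dose, 3 µM nominal, 0.3% DMSO; Timing: dye loading 1 h at 37 °C, then 30 min room temperature; Technique: intracellular calcium fluorescence with Fluo-8; Benchmarks: high carbachol 87 µM, low DMSO alone.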
m-calpain inh – inhibitors of pig calpain II; purified calpain II, fluorogenic peptide substrate, 30 min; inhibition, % at 16 µM; 0.37% of 220,000 active; AID 1236;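 active = inhibition above about 50%, limit read from the data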
EP2 mod – modulators of human EP2 prostaglandin E2 receptor; 0.83% of 260,000 active; AID 940; EP2-expressing cells, cAMP HTRF FRET, PGE2 co-stimulation; induction, % at 25 µM;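 active = compounds whose cAMP rise, as percent of the full-agonist control response, exceeds 60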;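 note: rat C6 glioma line stably carrying human EP2 under a CMV promoter; the protocol text gives 20 µM as final concentration; 100% = response of wells given 1 µM PGE2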
S1P4 antagonist – blocks the human S1P4 receptor. O95977. S1P4-expressing cells, antagonist mode, reporter read-out. inhibition, % at 4.98 µM. 0.26% of 220,000 active. AID 1510; in the data active = inhibition above about 29%;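 note: 0% = wells stimulated with agonist and 100% = vehicle wells without agonist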
Target sequence (O95977 whole entry, looked up): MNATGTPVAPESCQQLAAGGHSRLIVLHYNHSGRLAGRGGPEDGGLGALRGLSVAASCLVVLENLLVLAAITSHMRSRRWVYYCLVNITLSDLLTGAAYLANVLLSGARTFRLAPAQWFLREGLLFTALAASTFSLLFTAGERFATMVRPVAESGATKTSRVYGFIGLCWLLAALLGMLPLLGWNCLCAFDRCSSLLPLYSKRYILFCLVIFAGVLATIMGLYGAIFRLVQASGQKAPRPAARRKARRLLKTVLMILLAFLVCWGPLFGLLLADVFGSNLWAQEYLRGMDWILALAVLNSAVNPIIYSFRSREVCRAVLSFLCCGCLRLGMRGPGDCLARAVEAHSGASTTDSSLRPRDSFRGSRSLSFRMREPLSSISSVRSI
Ba/F3 V617F tox – loss of viability in JAK2V617F-driven Ba/F3 cells. Ba/F3 EpoR-JAK2V617F viability, ATP luminescence. AID 1446. inhibition, % at 5.6 µM. 1.1% of 220,000 active;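 active = inhibition above the campaign mean plus 3 SD over all tested compounds, cut at about 24% in these data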;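 note: cytokine-independent growth of Ba/F3 cells driven by EpoR plus mutant JAK2; 0% = DMSO-treated cells and 100% = JAK inhibitor I control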
S1P4 agonist – activates the human S1P4 receptor | O95977 | S1P4-expressing cell line, agonist reporter assay | 0.35% of 220,000 active | AID 1509 | activation, % at 4.98 µM; in the data active = activation above about 11%;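 note: 0% = DMSO vehicle and 100% = reference agonist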
BaF3 tox – parental Ba/F3 viability inhibition as JAK2V617F counter-screen; CellTiter-Glo ATP luminescence; inhibition, % at 5.6 µM; 1.1% of 220,000 active; AID 1486;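 active = inhibition above a per-campaign cutoff, the mean inhibition of all tested compounds plus 3 SD, cut at about 27% in these data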;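 note: 0% = DMSO wells and 100% = JAK Inhibitor I control wells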
PERK inh – blocks human PERK kinase. CHO PERK-DD fusion, SEAP luminescence translation reporter. inhibition, % at 5.6 µM. 0.17% of 220,000 active. AID 1416;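 active = inhibition above the mean inhibition of all tested compounds plus 3 SD, set separately per screening campaign, cut at about 2.9% in these data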;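 note: PERK kinase domain activated by AP20187 dimerizer at 100 nM; 0% = DMSO with dimerizer and 100% = rapamycin at 8.4 µM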
An asterisk follows results filed as active; i = inactive; & = joins results of further samples. Outcome played no part in choosing rows; about 3.6% have a hit in one of these screens.

SMILES	BaF3 tox	PERK inh	S1P4 agonist	m-calpain inh	S1P4 antagonist	TRPN1 ag	EP2 mod	Ba/F3 V617F tox	TRPML3 ag
O=C(Nc1ncc(Cc2ccccc2)s1)C1CCCO1 (centres undefined)	-4	0.0	1.5	-29	-10	-0.3	3	-2	0.0
Cc1cc2c(cc1S(=O)(=O)N(C)c1ccccc1)NC(=O)CO2	2	0.1	2.3	-6	9	-0.1	-64	-4	0.5
COC(=O)C1=C(C)NC(C)=C(C(=O)OC)C1c1ccc(OC(=O)c2ccco2)cc1	3	-0.1	1.4	-195	-17	-1.1	31	2	-1.5
CCCc1nnc(NC(=O)CCC(=O)N2CCN(CCOc3ccc(C)cc3)CC2)s1	1	0.7	0.8	-3	-32	2.7	5	-3	1.2
Cc1ccc(NC(=O)c2ccccc2)cc1-n1cnnn1	3	-1.1	0.7	14	-2	2.2	-18	2	0.2
CNC(=O)NC(=O)COC(=O)CCc1nc(=O)c2ccccc2n1C	8	1.6	-0.4	-4	-22	0.2	17	-2	1.1
Cc1cc2nc(N)sc2cc1[N+](=O)[O-]	1	-0.9	0.3	13	8	0.7	-12	3	0.7
COc1cc2c(cc1NC(=O)CSc1ccc(C)cc1)oc1ccccc12	0	1.5	1.1	-8	-17	0.2	14	-4	0.5
CCc1nc(OCCN(CC)CC)c2oc3ccccc3c2n1	-2	-0.4	0.6	-19	-12	-0.2	22	-1	0.0
CCOCCCNC(=O)CN(Cc1ccc(Cl)cc1)S(C)(=O)=O	-1	0.1	1.1	3	-2	-0.2	9	-4	-0.2
Cc1ccc(C(=O)O/N=C\c2ccc(N3CCOCC3)c([N+](=O)[O-])c2)cc1	0	0.4	1.0	-14	-8	-0.5	15	-3	0.9
O=C(/C=C/c1ccc(F)cc1)NC(=S)NC1CCCCC1	0	0.5	0.4	31	-3	-0.4	-48	-1	-0.7
Cc1cc(/C=N/n2cnnc2)c(C)n1-c1ccccc1	2	1.5	1.6	20	8	0.7	15	-2	0.1
O=C(CSc1cccc(C(F)(F)F)c1)NC(=O)c1ccccc1	8	0.8	2.9	0	-7	-2.2	19	0	0.1
COc1ccc(CN(Cc2nc3ccccc3c(=O)[nH]2)C(=O)NC2CCCCC2)cc1	0	-0.1	0.7	-33	-35	-1.7	1	0	0.3
Cc1ccc(C(=O)CCNc2cccc(Br)c2)o1	4	0.5	-1.3	19	-11	0.0	-45	-2	-0.6
O=C(CSc1nnc(C2CC2)n1Cc1ccccc1)c1cc2ccccc2o1	5	-1.1	1.5	-12	1	-0.8	16	-1	-0.7
O=C(Cn1cnc2ccccc2c1=O)NCCC(=O)Nc1ccc2c(c1)OCO2	7	1.0	1.1	-30	-2	1.0	8	2	0.5
CC(O)c1cccc(NC(=O)Cc2cccc3ccccc23)c1 (centres undefined)	7	1.4	6.5	-6	-9	0.8	-5	1	0.8
CCCCCOC(=O)Nc1ccc(S(=O)(=O)Nc2cccc([N+](=O)[O-])c2)cc1	8	0.7	0.3	-23	3	0.5	-52	0	-0.1
Nc1nc(N)c(N=Nc2ccc(Cl)cc2)c(=O)[nH]1	10	0.0	0.8	7	-84	0.7	33	-1	0.2
COc1ccc(S(=O)(=O)NCc2ccncc2)cc1OC	5	0.5	1.2	24	-20	1.0	9	-2	1.2
Clc1ccc(-n2cc(COCc3ccccc3)nn2)cc1	10	0.6	0.1	24	-7	-0.5	-64	2	-1.1
CSC(=N/N=C(\N)c1cnccn1)SC	2	1.8	0.3	-12	-4	-0.7	14	-3	0.7
CC1(C(=O)NC(=S)N(Cc2ccccc2)c2ccccn2)CC1(Cl)Cl (centres undefined)	6	0.4	3.0	33	-16	-0.8	32	2	-0.1

Complete entries, quoted from the list. Order of screens: BaF3 tox | PERK inh | S1P4 agonist | m-calpain inh | S1P4 antagonist | TRPN1 ag | EP2 mod | Ba/F3 V617F tox | TRPML3 ag
Record of CC1(C(=O)NC(=S)N(Cc2ccccc2)c2ccccn2)CC1(Cl)Cl (centres undefined) : 6 | 0.4 | 3.0 | 33 | -16 | -0.8 | 32 | 2 | -0.1
Record of Cc1ccc(C(=O)O/N=C\c2ccc(N3CCOCC3)c([N+](=O)[O-])c2)cc1 : 0 | 0.4 | 1.0 | -14 | -8 | -0.5 | 15 | -3 | 0.9
Record of O=C(CSc1cccc(C(F)(F)F)c1)NC(=O)c1ccccc1 : 8 | 0.8 | 2.9 | 0 | -7 | -2.2 | 19 | 0 | 0.1
Record of Nc1nc(N)c(N=Nc2ccc(Cl)cc2)c(=O)[nH]1 : 10 | 0.0 | 0.8 | 7 | -84 | 0.7 | 33 | -1 | 0.2
Record of Cc1ccc(NC(=O)c2ccccc2)cc1-n1cnnn1 : 3 | -1.1 | 0.7 | 14 | -2 | 2.2 | -18 | 2 | 0.2

Additional records.
SMILES	BaF3 tox	PERK inh	S1P4 agonist	m-calpain inh	S1P4 antagonist	TRPN1 ag	EP2 mod	Ba/F3 V617F tox	TRPML3 ag
O=C(Nc1cccc(F)c1)c1sc(Cl)nc1-c1ccccc1	4	0.7	0.3	-11	-6	-2.2	4	-1	0.1
CO/N=C\CC(=O)Nc1ccc(Oc2ccccc2)cc1	2	0.4	0.7	-16	-37	1.0	1	2	-0.6
COC(=O)c1cn(NC(=O)C2COc3ccccc3O2)c(=O)c2ccccc12 (centres undefined)	5	0.1	0.7	15	5	0.1	-5	4	-0.3
Cc1nc(-c2ccc3c(c2)CCC(=O)N3)cs1	-2	1.8	0.4	-13	11	-0.4	4	-2	0.3
CCOc1ccccc1N1CC(C(=O)Nc2c(C)n(C)n(-c3ccccc3)c2=O)CC1=O (centres undefined)	3	-0.4	1.4	-22	-4	1.8	28	1	1.1
CN(c1ccccc1)c1nc(N)c(C#N)c(CC#N)c1C#N	3	0.4	-2.5	39	-7	0.1	2	0	0.8
COc1ccc(/C=N/N2CCOCC2)cc1OCc1ccccc1	-2	1.4	1.6	16	-10	-0.8	28	-1	0.5
COc1ccc(S(=O)(=O)N2CN(CCc3ccc(OC)c(OC)c3)c3nc4ccccc4nc32)cc1	6	0.8	4.0	-16	-18	0.6	13	-1	0.6
c1c2c(cc3sc(N4CCOCC4)nc13)OCO2	5	0.5	-1.3	13	-13	0.5	15	2	1.1
COc1ccccc1N1C(=O)c2cccc3c(C(=O)O)ccc(c23)C1=O	3	-0.8	2.2	11	-13	-0.9	14	-2	0.5
Cc1ccc(SCC(=O)Nc2ccc(N3CCOCC3)cc2)cc1	2	0.6	0.2	-14	5	-0.2	-43	0	-0.1
CC/C(=N\NC(=O)COc1ccc(Br)cc1)c1ccc(OC)c(OC)c1	3	-0.2	0.6	2	-1	0.8	5	5	1.4
CCOC(=O)C=C1CCN(c2ncc(C(F)(F)F)cc2Cl)CC1	1	1.4	-1.3	-19	-6	2.4	37	0	-0.5
Nc1ccc2c3c(cccc13)CC2	2	1.6	0.2	i	6	42*	-45	-6	20*
O=C(CCN1C(=O)C2C3C=CC(C3)C2C1=O)NCCc1ccccc1Cl (centres undefined)	8	1.1	1.4	-14	-14	1.5	-48	1	1.2
COC(=O)CNc1c(-c2ccccn2)nc2ccc(Br)cn12	-1	1.4	2.6	-36	-14	1.6	3	-2	0.8
COc1cc(C(=S)N2CCOCC2)cc(OC)c1OC(=O)Cc1ccc(F)cc1	5	0.3	0.3	-10	-4	-0.2	5	-1	2.1
S=C(Nc1ccccc1)N1CCn2cccc2C1c1cccnc1 (centres undefined)	6	1.5	-0.5	-20	-6	1.4	-17	-6	1.0
O=C(O)CCn1c(SCc2ccccc2)nc2ccccc21	8	0.2	-0.7	4	-13	1.5	-15	1	0.3
Cc1nnc(NC(=O)CSc2nnc(-c3ccoc3C)n2CC(C)C)s1	6	-0.9	2.1	-27	-7	0.9	28	-2	0.3
COc1cccc(/C=N/N2CCN(c3ccncc3S(=O)(=O)N3CCCCC3)CC2)c1	11	-0.4	0.5	-1	12	-0.3	-17	2	0.7
CCCCSc1nc(N)c(NC(=O)c2ccco2)c(=O)[nH]1	4	1.0	1.8	9	-19	1.2	16	0	0.6
COc1cc(NC(=O)c2cccs2)c(C(=O)OCC(=O)NC(=O)NC(C)(C)C)cc1OC	5	-1.4	0.0	-39	9	0.0	-6	-1	0.4
O=C(O)c1ccc2c(c1)C1C=CCC1C(c1cc3c(cc1Br)OCO3)N2 (centres undefined)	1	0.2	1.0	-6	0	1.5	32&51	-2	-0.5
Cc1ccc(CSCC(=O)NCc2ccc3c(c2)OCO3)cc1	3	0.4	0.9	2	-3	-3.2	-30	-2	-1.3
COCC(=O)OCC(=O)Nc1cc(C(C)(C)C)nn1-c1ccccc1	5	0.3	-0.5	-20	-1	-0.3	13	1	1.0
C=CCn1c(CCn2c3ccccc3c3ccccc32)n[nH]c1=S	7	0.3	0.1	-7	-1	-1.6	34	2	-0.3
CCN(CC)CCCNC(=O)c1c(O)c2c([nH]c1=O)CCCC2	5	-1.1	0.4	-3	-23	2.1	-2	1	0.6
O=C(NCc1cccs1)C1CCCN(S(=O)(=O)c2ccc(Br)s2)C1 (centres undefined)	3	-2.2	1.9	7	15	-0.5	-1	6	-0.5
COc1ccc(C(=O)NCC(C)C)c(OC)c1	3	0.3	-2.7	1	-2	-1.5	15	0	1.1
COc1ccc(-n2nc(C#N)c(Cl)cc2=O)cc1	2	0.5	-5.2	-5	30*	1.4	4	8	0.2
CNC(=O)c1ccsc1NC(=O)CCS(=O)(=O)c1ccccc1	4	0.7	-0.3	11	-7	0.3	8	-1	0.4
O=S(=O)(Nc1nc2ccccc2nc1N1CCc2ccccc2C1)c1ccc(Cl)cc1	0	-0.5	-0.2	-146	-5	-1.3	-10	-3	0.7
C=CCc1cc(Cl)ccc1OCCCNC(C)C	2	0.2	1.2	-9	-26	1.9	-19	-1	0.9
CCCn1c(/N=C/c2c[nH]c3ccccc23)nc2ccccc21	1	0.8	-1.7	-14	-8	1.5	-22	0	-0.2
COc1ccc(CCNC(=O)C(C(=O)c2ccccc2)n2ccccc2=O)cc1OC (centres undefined)	4	0.5	0.1	-13	-5	1.2	11	-3	0.7
CC(=O)Nc1ccc(-c2csc(NC(=O)CCCc3cccs3)n2)cc1	2	-0.3	0.7	1	-65	5.9	-71	-3	3.7
N/C(=N\OC(=O)Oc1ccccc1)c1cccc([N+](=O)[O-])c1	7	0.3	-0.4	16	-23	0.9	7	0	1.1
COc1ccc(C2=NOC(C(=O)Nc3cc(C)nn3-c3ccccc3)C2)cc1OC (centres undefined)	-6	-0.9	-1.0	-45	-15	0.2	4	8	0.1

Laid out differently: entries from further up.
> C=CCn1c(CCn2c3ccccc3c3ccccc32)n[nH]c1=S
  BaF3 tox: 7
  PERK inh: 0.3
  S1P4 agonist: 0.1
  m-calpain inh: -7
  S1P4 antagonist: -1
  TRPN1 ag: -1.6
  EP2 mod: 34
  Ba/F3 V617F tox: 2
  TRPML3 ag: -0.3

> CCN(CC)CCCNC(=O)c1c(O)c2c([nH]c1=O)CCCC2
  BaF3 tox: 5
  PERK inh: -1.1
  S1P4 agonist: 0.4
  m-calpain inh: -3
  S1P4 antagonist: -23
  TRPN1 ag: 2.1
  EP2 mod: -2
  Ba/F3 V617F tox: 1
  TRPML3 ag: 0.6

> O=C(NCc1cccs1)C1CCCN(S(=O)(=O)c2ccc(Br)s2)C1 (centres undefined)
  BaF3 tox: 3
  PERK inh: -2.2
  S1P4 agonist: 1.9
  m-calpain inh: 7
  S1P4 antagonist: 15
  TRPN1 ag: -0.5
  EP2 mod: -1
  Ba/F3 V617F tox: 6
  TRPML3 ag: -0.5
